Screening data as filed in PubChem BioAssay.
Platelet DG rel: platelet dense granule release activity; human platelet-rich plasma, SFLLRN dense granule ATP release, luminescence; inhibition, %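 (compounds screened at 7.5 µM in platelet-rich plasma)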; hit rate 0.22% among 300,000; AID 1663;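 active = mean replicate score, as percent of positive control, at or above 50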
HIF activator: HIF pathway transcriptional activation; hit rate 0.32% among 300,000; U2OS HRE-luciferase reporter, luminescence; normalized: DMSO 0%, desferrioxamine 100%; activation, % at 7.5 µM (by protocol);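 active = mean activation of at least 10% of the iron chelator positive control signal, with at least half of replicates also reaching 10%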
KLF5 inhibitor: inhibitors of KLF5 expression | DLD-1 KLF5 promoter-luciferase reporter, luminescence | inhibition, % at 5 µM | hit rate 0.23% among 290,000 | AID 1700;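 active = inhibition above a per-plate limit of that plate's mean compound inhibition plus 3 SD, cut at about 60% in these data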;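 also: 0% = DMSO wells and 100% = LY294002 at 200 µM; higher means less KLF5 promoter-driven luciferase light; inactives centre near -14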
IEC-6 tox: IEC-6 cytotoxicity, counter-screen for KLF5 inhibitors; luminescence viability; inhibition, % at 5 µM; hit rate 0.78% among 290,000; in the data active = inhibition above about 22%;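 also: 0% = plate median of test compound wells and 100% = cytotoxic reference compound wells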
HDAC3 inhib: blocks human histone deacetylase 3 | inhibition, % at 8.3 µM | hit rate 0.15% among 320,000 | recombinant HDAC3, fluorogenic peptide/trypsin coupled, fluorescence; in the data active = inhibition above about 26%, passing the limit was not always enough
Target sequence (O15379 whole entry, looked up): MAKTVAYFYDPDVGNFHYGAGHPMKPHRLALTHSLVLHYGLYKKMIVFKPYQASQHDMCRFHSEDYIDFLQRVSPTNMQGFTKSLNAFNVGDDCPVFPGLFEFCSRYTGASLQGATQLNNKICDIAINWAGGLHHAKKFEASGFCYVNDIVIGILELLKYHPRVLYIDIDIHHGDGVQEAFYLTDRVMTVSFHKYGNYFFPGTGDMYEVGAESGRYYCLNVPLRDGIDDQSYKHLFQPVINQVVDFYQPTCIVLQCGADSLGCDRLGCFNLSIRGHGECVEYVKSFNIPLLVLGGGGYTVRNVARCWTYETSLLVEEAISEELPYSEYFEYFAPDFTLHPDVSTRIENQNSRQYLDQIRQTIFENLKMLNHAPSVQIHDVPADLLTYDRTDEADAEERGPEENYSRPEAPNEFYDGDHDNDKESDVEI
AI-2 QS modul: modulators of Vibrio harveyi AI-2 quorum sensing system; Vibrio harveyi JMH597 AI-2 luminescence/OD600 ratio, 9 h; active compounds read low; strain lacks LuxN and CqsS sensors; 0 = neutral-control median; activity change, % at 7.5 µM; hit rate 0.4% among 300,000; in the data active = activity change below about -75%, passing the limit was not always enough;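 also: luminescence divided by OD600 gain over 9 h not by final OD600 alone; inactives centre near 13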
HSF-1 act: increases HSF-1 driven luciferase reporter signal | hit rate 1.7% among 300,000 | activation, % at 9 µM | AID 504408 | NIH3T3-HGL HSF-1 luciferase reporter, MG132, 8 h; 100% = twice DMSO control signal;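 active = mean replicate activation of at least 50% with a set share of replicates each reaching 50%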;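 also: 0% = median of the neutral control wells and 100% = twice that signal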
HSF1 inhib: HSF1 inhibition. NIH3T3-HGL HSE-luciferase, MG132-induced, luminescence 8 h; active compounds read low. activity change, negative = inhibition, % at 7.5 µM (by protocol). hit rate 0.77% among 300,000. AID 2098;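 active = more than half of replicate wells show activity change below -50%, luminescence cut by over half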;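 also: luciferase reports HSF-1 transcriptional activity via heat shock element; 0% = median of DMSO wells and -100% = zero luminescence signal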
aSyn UTR inh: 5' untranslated region of α-synuclein, MLPCN primary screen | alpha-synuclein 5'UTR reporter, inhibitor activity | inhibition, % (tested at 7.5 µM) | hit rate 0.82% among 300,000 | AID 1813; in the data active = inhibition above about 60%;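 also: H4 neuroglioblastoma cells stably carrying SNCA 5'UTR luciferase fusion; 0% = DMSO wells and 100% = positive control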
HSP90 refold inh: blocks HSP90-mediated luciferase refolding in reticulocyte lysate; hit rate 0.91% among 290,000; inhibition, % at 5.6 µM; AID 1789; Rabbit reticulocyte lysate, luciferase refolding luminescence, 3 h;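 active = inhibition above the screen-wide mean plus 3 SD, computed separately per campaign, cut at about 16% in these data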;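 also: 0% = DMSO wells and 100% = 60 µM geldanamycin wells; inhibitors lower the luminescence because luciferase stays unfolded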
Starred values were filed as active, the others as inactive; . = not tested or not shown.

SMILES	Platelet DG rel	HIF activator	KLF5 inhibitor	IEC-6 tox	HDAC3 inhib	AI-2 QS modul	HSF-1 act	HSF1 inhib	aSyn UTR inh	HSP90 refold inh
Cc1c(/C=C(\C#N)C(=O)NCc2ccccc2)cc(C#N)n1C	0	0.1	-2	-3	8	24	-3	-1	-8	0
CN(C(=O)c1ccc(-c2nn(C)c(=O)c3ccccc23)cc1)c1ccccc1	-3	0.3	-18	0	5	25	27	2	26	0
O=C(c1ccc(Cl)c(S(=O)(=O)N2CCOCC2)c1)N1CCN(Cc2ccccc2)CC1	2	-0.4	-16	3	-7	14	3	-1	9	1
Cc1cc(C)cc(N2C(N)=NC(N)=NC2c2cccc(Cl)c2)c1 (stereo not drawn)	-9	0.1	-39	10	-2	19	-1	-1	12	5
CCOC(=O)/C(=C/C=C/c1ccccc1)NC(=O)c1ccccc1	2	-0.1	-30	0	4	13	12	-5	0	-1
CC(CN1CCC(n2nccc2NC(=O)c2ccccc2Cl)CC1)c1ccccc1 (stereo not drawn)	-4	-0.5	-12	-6	4	1	-7	-4	9	1
Cc1ccccc1OCCC(=O)OCC(=O)NC(C)c1ccccc1 (stereo not drawn)	6	-0.3	-4	6	-2	13	21	-1	-3	0
O=C(COc1ccccc1F)Nc1nnc(-c2ccncc2)s1	-2	0.5	-21	0	-13	10	10	-1	13	2
CCOc1ccc(NC(=O)C/C(C)=N/NC(=O)Cc2cccs2)cc1	7	1.1	-25	4	3	25	5	0	-8	3
c1cn2c(NC3CCCCC3)c(-c3ccc(SC4CCCCC4)cc3)nc2cn1	-5	4.1	.	.	2	0	1	5	11	.
CC(=O)c1ccccn1	16	-0.1	.	.	-3	1	-4	-3	-18	.
COCCN1CN=C(Nc2nc3ccccc3s2)NC1	-18	1.3	15	1	7	-8	1	8	-41	-1

Looked up above.
O=C(c1ccc(Cl)c(S(=O)(=O)N2CCOCC2)c1)N1CCN(Cc2ccccc2)CC1 in AI-2 QS modul: 14
CC(=O)c1ccccn1 in HIF activator: -0.1

Later entries.
SMILES	Platelet DG rel	HIF activator	KLF5 inhibitor	IEC-6 tox	HDAC3 inhib	AI-2 QS modul	HSF-1 act	HSF1 inhib	aSyn UTR inh	HSP90 refold inh
CCNc1nc(N)nc(Oc2ccc(OCc3ccccc3)nn2)n1	4	-0.5	14	-5	4	-17	2	3	27	-2
Cc1nnc(NC(=O)C(C)Sc2nnc(CCNC(=O)c3ccccc3F)n2C)s1 (stereo not drawn)	14	0.5	-7	-4	-2	19	-2	-1	1	0
C/C(N)=C(/C#N)C(=O)COC(=O)c1ccncc1	0	-0.2	4	3	-2	20	-11	-4	11	3
O=C(N/N=C/c1cccc(OCc2ccccc2)c1)c1cccs1	-2	1.4	-19	4	-5	-6	44	10	-72	-1
Cc1cc(C)c(S(=O)(=O)Nc2cccc(-n3cnnn3)c2)c(C)c1	-13	0.0	-26	5	9	11	-10	-3	10	-2
Cc1[nH]c2ccccc2c1/C=N/Nc1ccc([N+](=O)[O-])cc1S(=O)(=O)Nc1ccc(Cl)cc1	6	-0.1	-10	-1	-5	1	36	10	-20	1
COc1ccccc1N1CCN(C(=O)CCCn2c(=O)[nH]c3ccsc3c2=O)CC1	28	-0.2	4	-11	0	21	3	-4	15	-4
CCCC1=Nc2cc(C(=O)NCCN3CCOCC3)ccc2Sc2ccccc21	-7	0.0	-23	-2	5	-16	7	3	9	-1
O=C(NCC(=O)N1CCN(c2ccccc2F)CC1)c1ccco1	-1	-5.1	-27	0	.	23	17	0	-15	2
COc1ccc(NC(=O)N2CCCc3cc(C)ccc32)c(OC)c1	-9	-0.5	5	4	5	24	-3	3	20	-4
CN1CCN(C(=O)C2=C[C@H](c3ccc4c(c3)OCO4)C[C@H](OCc3ccc(CO)cc3)O2)CC1	10	-0.1	-3	9	1	0	-42	-24	15	9
O=C(/C=C/c1ccccc1)NCC(=O)N/N=C/c1cccs1	-11	-0.7	-26	-4	-2	-5	-48	-41	-10	0
CC(=O)Nc1cccc(NC(=O)C(=O)NCC(c2ccco2)N2CCc3ccccc3C2)c1 (stereo not drawn)	2	-0.2	.	.	6	9	1	3	-4	.
CC(C)(C)C1CC=C2C(C#N)=C(N)C(C#N)(C#N)C(c3cccs3)C2C1 (stereo not drawn)	8	-0.3	-2	4	3	19	3	2	-23	5
CCOc1ccccc1N(CC(=O)Nc1cccnc1)S(=O)(=O)c1ccc(C)cc1	3	2.2	1	-2	1	19	-9	-7	21	1
C#CCNC(=O)C1=C[C@H](C(C)(C)C)C[C@H](OCCCCO)O1	-1	2.0	.	.	-1	22	-11	-1	9	.
Cc1cccc(N(Cc2ccccc2)C(=O)c2cc(S(=O)(=O)N3CCOCC3)ccc2Cl)c1	-24	-0.1	.	.	1	10	-41	-23	-3	.
NS(=O)(=O)c1ccc(-n2nncc2-c2ccco2)cc1	8	0.0	-2	-1	-10	9	-16	-7	0	1
COc1ccc(-n2c(-c3ccccc3)cc3c2CCCC3=O)cc1	2	-0.9	-11	5	-4	18	16	6	-7	0
NC(=O)c1ccc(-c2ccccc2F)cc1	7	0.4	-14	0	-2	10	4	0	-19	-1
CCOC(=O)c1nnn(-c2nc(OC)nc(N(C)C)n2)c1-c1ccccc1	-8	0.0	29	2	3	24	-26	-2	23	4
CCCCOC(=O)C1CN(c2ccccc2)N=C1C(=O)OCC (stereo not drawn)	-9	.	-17	-7	1	20	.	.	27	-3
CCOCCCNC(=S)N1CCN(Cc2ccco2)CC1	1	-0.1	5	-1	2	5	11	-5	-8	0
CC1CN(C(=O)c2ccc(S(=O)(=O)Nc3ccccc3Cl)cc2)CC(C)O1 (stereo not drawn)	-15	0.0	-46	-3	-6	5	5	-1	-5	-2
CN(C)CCNC(=O)Cn1c(=O)c2cccn2c2ccc(F)cc21	-3	1.1	-22	2	13	35	-12	1	-16	-2
CN1/C(=C/C(=O)C2CCC2)Sc2ccccc21	8	3.0	-77	5	1	39	-14	-6	-89	-4
CC(CNC(=O)c1ccc(OC2CCN(Cc3ccccn3)CC2)cc1)c1ccccc1 (stereo not drawn)	-7	2.3	-40	3	-1	7	-29	-19	-97	-1
CCOC(=O)Cc1c(C)nc2c(C#N)c(C)nn2c1C	-1	-0.6	-39	-10	-11	9	4	2	-12	0
COc1ccc(CCNC(=O)CSc2nnc(CNC(=O)c3ccccc3F)o2)cc1OC	4	0.3	6	-3	-4	11	-5	3	10	-2
CCOC(=O)c1cc(-c2ccc(OC)cc2)nn1-c1ccc(C(=O)O)cc1	0	-0.7	-14	5	0	33	-17	-7	6	-3
Cc1cc(=O)[nH]c(SC(C(=O)O)c2ccccc2)n1 (stereo not drawn)	-5	-0.4	-8	-2	-4	8	-13	-3	-20	-2
O=C(N/N=C\c1coc2ccccc2c1=O)c1ccco1	-5	1.0	-13	-1	2	43	4	-3	-34	-1
CCCCN1C(=S)SC(C)(C)C1/[N+]([O-])=C/c1ccc(S(=O)(=O)NC)cc1 (stereo not drawn)	12	-0.1	-26	-2	0	6	1	-1	-11	1
Cc1ccc(-n2ccn(CC(=O)NCCc3ccccc3)c(=O)c2=O)cc1C	17	1.1	-20	-5	1	33	25	17	-28	-6
Cc1ccc(N(CC(O)CON=C2c3ccccc3-c3ccccc32)S(C)(=O)=O)cc1 (stereo not drawn)	-10	-0.2	15	10	18	-1	15	-2	24	7
Cc1ccc(N(CC(=O)NC(C)C)C(=O)CCC(=O)Nc2nccs2)cc1	0	1.0	-27	-2	0	16	9	-4	-8	-3
Cc1c(NC(=O)CCc2ccccc2)cccc1[N+](=O)[O-]	6	-0.1	-47	-6	-3	-1	0	-3	13	-3
N#Cc1cccc(NC(=O)Cn2cnc(S(=O)(=O)N3CCCC3)c2)c1	-21	0.1	-4	-5	0	13	4	-7	-19	0
CC1CCN(C(=O)C(Cc2ccccc2)n2cccc2)CC1 (stereo not drawn)	30	-0.3	-22	-2	4	-2	-3	-5	16	-4
N#C/C(=C\c1ccc(C#N)cc1)C(=O)c1ccccc1	-26	-46	-14	0	-3	12	18	3	-4	-1
Cc1cc([N+](=O)[O-])nn1CC(=O)Nc1cc(F)ccc1F	-1	0.1	-2	5	-5	14	-7	-4	13	8
O=C(O)C1=C(C(=O)Nc2cc(C(F)(F)F)ccc2Cl)CCCC1	-1	0.0	-10	-7	0	28	10	-4	-11	-2
CC(C)C(=O)c1cn(CC(=O)NCc2ccc3c(c2)OCO3)c2ccccc12	1	-21	-40	-8	3	10	13	7	-13	-1
CCCCCCn1c(CN2CCC(C)CC2)nc2c1c(=O)n(C)c(=O)n2C	2	0.3	14	-4	4	11	1	5	2	0
O=C(C1CCC1)N1CCN(S(=O)(=O)c2ccccc2)CC1	-2	-0.6	.	.	-10	26	3	-2	-3	.
COc1ccc2cc3cc(C(=O)N4CCN(Cc5ccc6c(c5)OCO6)CC4)oc3nc2c1	2	0.6	-24	-7	-4	-8	19	9	8	-2
c1ccc(Cn2nc(-c3ccccc3)nc2-c2ccccc2)cc1	4	0.8	-6	2	.	9	45	27	-52	6
O=C(NCc1ccc(F)cc1)NC(=O)c1ccc(Cl)cc1	0	-0.6	-15	3	-3	15	-8	-6	-2	-1

Overlap with the part before: three entries, followed by the next part.
SMILES	Platelet DG rel	HIF activator	KLF5 inhibitor	IEC-6 tox	HDAC3 inhib	AI-2 QS modul	HSF-1 act	HSF1 inhib	aSyn UTR inh	HSP90 refold inh
COc1ccc2cc3cc(C(=O)N4CCN(Cc5ccc6c(c5)OCO6)CC4)oc3nc2c1	2	0.6	-24	-7	-4	-8	19	9	8	-2
c1ccc(Cn2nc(-c3ccccc3)nc2-c2ccccc2)cc1	4	0.8	-6	2	.	9	45	27	-52	6
O=C(NCc1ccc(F)cc1)NC(=O)c1ccc(Cl)cc1	0	-0.6	-15	3	-3	15	-8	-6	-2	-1
COc1ccc(CCNC(=O)C2CCCN2C(=O)Nc2ccc(Cl)cc2)cc1OC (stereo not drawn)	25	1.4	-5	-1	-2	-2	-4	-1	4	-5
COc1cc(/C=N/NC(=O)c2cccnc2)ccc1OC(=O)c1cc(OC)c(OC)c(OC)c1	6	-0.8	-11	-6	7	22	16	8	15	2
CC(OC(=O)CNC(=O)c1cccc(F)c1)C(=O)NC1CCCCC1C (stereo not drawn)	6	-0.3	.	.	.	11	-4	-1	-4	.
Cc1ccccc1-n1c(SCC(=O)N2CCCC2)nnc1-c1ccccn1	-1	-0.5	-26	-10	-5	13	1	-4	15	0
C/C(=N\Nc1cccc([N+](=O)[O-])c1)c1ccccc1O	2	4.1	-55	5	7	23	26	20	-166	-5
CC(Oc1ccc2c(-c3ccccc3)cc(=O)oc2c1)C(=O)N[C@H](Cc1c[nH]c2ccccc12)C(=O)O (stereo partly drawn)	-1	0.3	17	-3	11	12	4	-3	12	1
CCC(/C=N/NC(=O)CCCCC(=O)N/N=C/C(CC)CC)CC	0	-0.2	-24	-5	-1	4	4	2	-8	7
COc1ccc(C(=O)C2CCCN(Cc3cccn3-c3ccccn3)C2)c(C)c1 (stereo not drawn)	-3	-0.2	9	7	0	9	.	.	31	2
O=C(c1ccccc1)N1CCCc2ccccc21	-1	0.8	-24	-4	-2	6	-5	-3	20	-1
O=C(c1ccc(Cl)cc1)N(Cc1cccs1)C1CCS(=O)(=O)C1 (stereo not drawn)	-2	-0.2	-16	-6	1	33	0	4	8	4
Cc1ccc(N2CCN(S(=O)(=O)N(C)C)CC2)c(C)c1	-3	0.4	12	4	3	37	-9	-4	-1	2
Cc1ccc(Cn2nnc3c(=O)n(CC(=O)N4CCCc5ccccc54)cnc32)cc1	-3	-0.2	-10	8	6	4	33	-2	10	0
